# GALK inhibitor: blocks human galactokinase activity | P51570 | Purified GALK, Kinase-Glo residual ATP luminescence | Potency, µM (doses to about 57.5 µM), for the others: top-dose activity change, negative = inhibition, usual class: inhibitors | actives 0.007% (n = 270,000); note: potency is the fitted concentration of half-maximal effect; % is set by controls: 0 for no effect and ±100 for the full control effect
# Target sequence (P51570 whole entry, looked up): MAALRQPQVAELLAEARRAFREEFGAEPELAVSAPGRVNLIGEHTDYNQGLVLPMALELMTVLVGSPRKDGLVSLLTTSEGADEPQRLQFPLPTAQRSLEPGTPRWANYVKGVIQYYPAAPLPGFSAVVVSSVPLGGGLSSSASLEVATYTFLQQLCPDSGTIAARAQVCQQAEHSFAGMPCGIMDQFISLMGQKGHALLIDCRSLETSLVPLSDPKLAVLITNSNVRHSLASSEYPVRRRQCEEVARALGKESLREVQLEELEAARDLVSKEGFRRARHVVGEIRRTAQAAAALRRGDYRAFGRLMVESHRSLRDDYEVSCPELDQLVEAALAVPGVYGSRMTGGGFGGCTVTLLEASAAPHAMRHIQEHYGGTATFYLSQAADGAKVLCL
#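 Quantitative HTS: GALK 5 nM, ATP 35 uM, galactose 100 uM, 1 h room temperature, then luciferase-based ATP detection.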
# TSG101-PTAP inh: blocks PTAP/TSG101 interaction to inhibit HIV-1 budding | Q99816 | Potency, µM (highest dose often 115 µM), inactives show at the top dose activity change, negative = inhibition, most hits filed as inhibitors | 340,000 tested, under 10 active | Fluorescence polarization, FITC-PTAP peptide / Tsg101 binding; active = well fitted inhibition curve with a large enough effect in the main read-out, with a control signal flat, not every such curve was filed as active; inconclusive = small, poorly fitted or top-dose-only effect, or effect the other way, or a change in a side signal; inactive = no such curve, though single readings can be large or run the other way; note: potency is the fitted concentration of half-maximal effect; % of control where 0% means no effect
# Target sequence (Q99816 whole entry, looked up): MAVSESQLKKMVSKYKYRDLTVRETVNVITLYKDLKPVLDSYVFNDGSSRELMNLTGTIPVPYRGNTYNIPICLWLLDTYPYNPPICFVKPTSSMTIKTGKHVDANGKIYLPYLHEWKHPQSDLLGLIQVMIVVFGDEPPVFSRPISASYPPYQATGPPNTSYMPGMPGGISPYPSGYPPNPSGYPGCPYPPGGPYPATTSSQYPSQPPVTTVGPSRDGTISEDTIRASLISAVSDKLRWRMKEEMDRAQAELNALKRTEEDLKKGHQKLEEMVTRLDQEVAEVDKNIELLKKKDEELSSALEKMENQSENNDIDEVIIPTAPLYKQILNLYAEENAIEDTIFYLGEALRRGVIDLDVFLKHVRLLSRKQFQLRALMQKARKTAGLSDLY
#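 Tsg101 binding domain (10 uM final) was mixed with compound and a FITC-labeled PTAP peptide (50 nM final) in HEPES pH 7.5 buffer with NaCl, Tween 20, EDTA and TCEP; fluorescence polarization was read after 20 min at r.t.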
# S-ASM inh: inhibitors of human secretory acid sphingomyelinase. placental ASM, HMU-PC fluorogenic substrate, 60 min. Potency, µM (series often up to 57.5 µM), inactives show at the highest dose activity change, negative = inhibition, usual class: inhibitors. actives 0.006% (n = 340,000). AID 504937; note: potency is the fitted concentration of half-maximal effect
#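 qHTS format. ASM enzyme prepared from human placenta hydrolyses the fluorogenic substrate HMU-PC0 (9 uM final) over 60 min at 37 °C after a 10 min compound preincubation.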
# PKM2 activator: increases activity of human pyruvate kinase M2; purified PKM2, Kinase-Glo ATP luminescence, activation; response scale: 0% is enzyme alone, no compound; P14618; actives 0.34% (n = 260,000); Potency, µM (highest dose often 57.5 µM), for inactives: at the highest dose activation, most hits filed as activators; note: potency is the fitted concentration of half-maximal effect; % is set by controls: 0 for no effect and ±100 for the full control effect; nearly all actives have a fitted effect of over 55% in size
#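 Kinase-Glo luminescence reports ATP generated from ADP (0.1 mM) and PEP (0.5 mM) by purified hPK-M2 after 1 h at room temperature, pH 7.2 imidazole buffer; intermediate enzyme activity allows detecting inhibitors and activators.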
# Giardia killer: kills Giardia lamblia. AID 540267. Giardia lamblia trophozoite viability. activity change, % at 7.66 µM, hits read low. actives 0.15% (n = 340,000); in the data active = activity change below about -80%; inconclusive = between about -30% and that limit;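 note: parasites exposed to compound for two days anaerobically before the ATP read; % is set by controls: 0 for no effect and ±100 for the full control effect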
#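 Anaerobic 48 hrs incubation at 37 deg C of 100 trophozoites/well with test compounds; ATPLite 1-Step luminescence, 15-30 min RT, reports cellular ATP as viability.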
# a7 integrin act: integrin-mediated muscular dystrophy alleviation activation | alpha7betagal myoblasts, beta-gal FDG fluorescence, 48 h | actives 0.064% (n = 350,000) | Potency, µM (series often up to 38.3 µM), for the others: at the highest dose activation, usual class: activators;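 note: potency is the fitted concentration of half-maximal effect; 100% = response of the positive control SU9516; nearly all actives have a fitted effect of over 60% in size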
#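 alpha7betagal+/- myoblasts (passage 13, 250/well) treated 48 h at 37C with compounds at 1:260 dilution of DMSO stock. Lysed, then beta-galactosidase activity read as FDG fluorescence (ex 480/em 540) after 30 min, with pre-read for autofluorescence.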
# B2AR arrestin: beta2AR (human) beta-arrestin recruitment activity | P07550 | beta-arrestin recruitment to beta2AR, cell-based reporter | Potency, µM (titrated, usually from 46.1 µM), for the others: at the top dose activation, hits mostly activators | actives 0.02% (n = 330,000);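 note: potency is the fitted concentration of half-maximal effect; 0% = DMSO controls and full agonism = EC100 isoproterenol or metaproterenol; nearly all actives have a fitted effect of over 65% in size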
# BCR signal inh: blocks chronic active B-cell receptor signaling; ABC-DLBCL IkBa-CBG/CBR reporter, luminescence ratio, 4 h; Potency, µM (doses to about 46.1 µM), inactives show at the top dose ratio change, negative = lower green/red ratio, most hits filed as inhibitors; actives 0.05% (n = 340,000); active = well fitted inhibition curve with a large enough effect in the signal ratio, with a control signal flat, not every such curve was filed as active; inconclusive = small, poorly fitted or top-dose-only effect, or effect the other way, or a change in a side signal; the % refers to the signal ratio;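 note: potency is the fitted concentration of half-maximal effect; plate controls were basal doxycycline-induced cells for no effect and cells given 10 µM MG132 for full effect; MG132 reads +100%, hits lower the ratio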
#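 TMD8 human ABC-DLBCL cells with doxycycline-inducible IκBα–green luciferase fusion and unfused red luciferase, in 0.5% FBS medium; compounds up to 46 uM, 4 h at 37C. Green/red luminescence ratio, filter-overlap corrected, fitted to concentration-response curves.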
# Menin-MLL TR inh: inhibitors of human menin-MLL interaction, mutant MLL peptide; AID 1768; actives 0.23% (n = 270,000); Menin + Texas Red MLL mutant peptide, fluorescence polarization; Potency, µM (highest dose often 61.6 µM), inactives show top-dose FP activity change, negative = inhibition, usual class: inhibitors; active = well fitted inhibition curve with a large enough effect in the polarisation, with a control signal flat, not every such curve was filed as active; inconclusive = small, poorly fitted or top-dose-only effect, or effect the other way, or a change in a side signal; inactive = no such curve, though single readings can be large or run the other way; the % refers to the polarisation; note: potency is the fitted concentration of half-maximal effect; % of control where 0% means no effect; many of its hits are not listed in these tables
# Coupling enz: counter-screen for Giardia aldolase inhibitors: coupling enzyme system | AID 2472 | coupling enzyme system counterscreen, AmpLite Red fluorescence | activity change, negative = inhibition, % at 58.2 µM, hits read low | actives 0.67% (n = 290,000); in the data active = activity change below about -30%; note: % is set by controls: 0 for no effect and ±100 for the full control effect
#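 Counterscreen of the coupled detection system alone, without aldolase: glyceraldehyde-3-phosphate coupling enzymes plus AmpLite Red readout. Compounds at 57.5 uM final, 10 min RT preincubation, 20 min RT reaction, fluorescence 525/598 nm.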
# Tb PFK block: inhibitors of T. brucei phosphofructokinase | Potency, µM (highest dose often 57.5 µM), for the others: at the highest dose activity, negative = inhibition, actives largely listed as inhibitors | actives 0.17% (n = 330,000) | O15648 | AID 485367 | T. brucei PFK, ADP-Glo luminescence;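 note: potency is the fitted concentration of half-maximal effect; 0% = uninhibited 1x PFK enzyme wells and -100% = no-enzyme wells; nearly all actives have a fitted effect of over 60% in size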
#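 Activity is normalized to no-enzyme wells (full inhibition) and 1.25 nM enzyme wells (no inhibition). Reaction: 0.5 mM F6P, 0.1 mM ATP, 45 min RT, ADP-Glo luminescence; concentration-response curves fitted and classed by quality.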
# An asterisk follows results filed as active; ? = inconclusive; . = no result given; [ ] = another dose, or the depositor's remark. Unless noted, calls come from the whole dose curve; as a rule, active = well fitted curve in the direction sought with a large enough effect; inconclusive = small, poorly fitted or top-dose-only effect, or another doubt; inactive = no such curve, though single readings can be large; an effect the other way counts as inactive or inconclusive. A portion of the library; count on the stated rates, not on these rows.
item	Structure	GALK inhibitor	TSG101-PTAP inh	S-ASM inh	PKM2 activator	Giardia killer	a7 integrin act
1	CC(Sc1nc(-c2ccccc2)cc(C(F)(F)F)n1)C(=O)Nc1ccc2c(c1)OCO2 (stereo not given)	0%	0%	2%	2%	-21	5%
2	COCCNC(=O)C(=O)N/N=C/c1cccs1	1%	-2%	0%	4%	1	-1%
3	Cc1cc2oc(C(=O)Nc3cccnc3)c(C)c2cc1C	2%	-3%	-1%	12%	0	37%
4	NC(=O)c1ccc(NC(=O)COC(=O)CCC2CCCCC2)cc1	.	-4%	-5%	.	22	-36%
5	CCCNC(=O)N1CCCC(C(N)=O)C1 (stereo not given)	1%	-5%	0%	.	3	5%
6	Cc1ccc(-n2ncc3c2CC(C)(C)CC3NC(=O)CCc2ccc(=O)[nH]n2)cc1 (stereo not given)	-1%	-10%	4%	-1%[0.46 µM]	2	-10%
7	O=C(Cn1c(NCCCO)nc2ccccc21)c1ccco1	-2%	-11%	0%	-1%	-13	17%
8	COc1cccc(CNC(=O)CSc2nnc3c(n2)[nH]c2ccc(OC)cc23)c1	6%	-2%	0%	2%	-10	3%
9	O=C(NCCc1c[nH]c2ccccc12)c1ccccc1	-3%	0%	9%	-2%[11.5 µM]	-11	2%
10	COC(=O)C1=C(C)NC(=O)C1(NC(=O)CN1CCCC1=O)C(F)(F)F (stereo not given)	1%	2%	-1%	8%	9	20%
11	COc1cccc(N2C(N)=NC(N)=NC2(C)C)c1	0%	-3%	3%	-7%	5	12%
12	COc1ccc(CNC(=O)CN(c2cccc([N+](=O)[O-])c2)S(C)(=O)=O)cc1	0%	-1%	2%	1%	-1	-6%
13	CNC[C@H](NC[C@@H](NCCCc1ccccc1)c1ccccc1)[C@H](C)O	.	.	8%	1%	-18	-39%
14	O=C(CC(=O)c1ccccc1)Nc1ccc(Cl)cc1	-1%	1%	-4%	.	13	5%
15	N#C/C(=C/c1ccccc1)C(=O)OCC(=O)Nc1ccccc1[N+](=O)[O-]	.	-5%	0%	.	11	-1%

item	B2AR arrestin	BCR signal inh	Menin-MLL TR inh	Coupling enz	Tb PFK block
1	-0.3%	2%	-4%	-2	0%
2	0.3%	?	13%	0	0%
3	0.0%	?	-6%	0	-4%
4	-2.9%	-3%	.	.	3%
5	0.1%	-2%	25%	-4	-1%
6	0.3%	0%	1%	-1	-3%
7	-2.3%	0%	0%	-14	-4%
8	-0.1%	0%	?	1	-1%
9	-0.2%	?	?	0	2%
10	0.3%	?	-28%	1	2%
11	-0.9%	-7%	-2%	0	-3%
12	0.8%	-2%	-6%	0	4%
13	-1.1%	?	-2%	0	-9%
14	0.2%	?	2%	1	0%
15	0.2%	?	.	.	8%

# Further compounds
item	Structure	GALK inhibitor	TSG101-PTAP inh	S-ASM inh	PKM2 activator	Giardia killer	a7 integrin act
16	COc1ccc(N(C(=O)COc2ccccc2OC)S(=O)(=O)c2ccc(C)cc2)cc1	-3%	-6%	0%	3%	-1	-33%
17	CC1=C(C(=O)Nc2cc(-c3cccc(F)c3)[nH]n2)C2(CCCCC2)OC1=O	-2%	0%	?	-6%	18	19%
18	CN(C)C(CNC(=O)c1cc(S(=O)(=O)N2CCOCC2)ccc1F)c1cccs1 (stereo not given)	.	-6%	3%	.	2	5%
19	COCCn1c(-c2ccc(F)cc2)nc2cccnc21	1%	-2%	2%	.	-15	-29%
20	O=C(CN1C(=O)NC2(CCc3ccccc3C2)C1=O)NCC(F)(F)F (stereo not given)	8%	-2%	-2%	.	2	0%
21	O=C(O)CNC(=O)c1ccccc1Br	1%	-2%	0%	0%	-28	22%
22	C/C=C(\C)C(=O)NCCN1C2=NC[C@H](Cc3ccc(O)cc3)N2C[C@@H]1Cc1ccc(OC)cc1	3%	-2%	8%	-2%	24	23%
23	Cn1cc(/C=C(\C#N)C(=O)Nc2cccc([N+](=O)[O-])c2)c2ccccc21	-1%	8%	0%	1%	-5	29%
24	O=C(NCc1ccco1)c1nn2c(C(F)(F)F)cc(-c3cccs3)nc2c1Cl	-1%	0%	6%	0%	-18	-19%
25	COc1ccc(NC(=O)CSc2nc3ccccc3c(=O)n2C)cc1	-4%	1%	-2%	1%	3	-24%
26	FC(F)(F)c1ccccc1C1C2=C(Nc3ncnn31)c1ccccc1CCC2 (stereo not given)	0%	.	.	2%	.	.
27	CCC(CC)C(=O)Nc1ccc(C)c(O)c1	0%	-8%	8%	-1%	4	20%
28	O=C(/C=C/c1ccc(F)cc1)NC(=S)Nc1ccccc1C(=O)NC1CCCCC1	7%	1%	-5%	-17%	-17	-5%
29	O=c1[nH]c2ccc(NC(=S)Nc3ccc(Cl)cc3)cc2[nH]1	-3%	1%	-7%	0%	26	-9%
30	O=C(CCC1CCCN(Cc2cccc(Cl)c2)C1)NCc1ccccc1F (stereo not given)	1%	-13%	4%	1%	-5	-24%

item	B2AR arrestin	BCR signal inh	Menin-MLL TR inh	Coupling enz	Tb PFK block
16	-0.6%	0%	-15%	-2	2%
17	-1.0%	-1%	17%	-2	-7%
18	-1.1%	0%	.	.	6%
19	-0.6%	5%	2%	0	0%
20	0.1%	4%	11%	3	-9%
21	-0.2%	1%	-21%	5	3%
22	0.2%	-7%	?	-3	2%
23	-0.1%	14%	26%	0	4%
24	0.0%	4%	2%	-2	2%
25	-0.2%	-1%	-17%	0	0%
26	0.2%	-2%	-13%	-3	1%
27	-0.4%	?	?	2	-1%
28	-0.6%	29%	.	-3	1%
29	0.0%	?	3%	0	1%
30	0.4%	?	.	4	5%

# 3 of the compounds above, with values under each structure.
# Below each SMILES – GALK inhibitor | TSG101-PTAP inh | S-ASM inh | PKM2 activator | Giardia killer | a7 integrin act | B2AR arrestin | BCR signal inh | Menin-MLL TR inh | Coupling enz | Tb PFK block
(26) FC(F)(F)c1ccccc1C1C2=C(Nc3ncnn31)c1ccccc1CCC2 (stereo not given)
    0% | . | . | 2% | . | . | 0.2% | -2% | -13% | -3 | 1%
(19) COCCn1c(-c2ccc(F)cc2)nc2cccnc21
    1% | -2% | 2% | . | -15 | -29% | -0.6% | 5% | 2% | 0 | 0%
(20) O=C(CN1C(=O)NC2(CCc3ccccc3C2)C1=O)NCC(F)(F)F (stereo not given)
    8% | -2% | -2% | . | 2 | 0% | 0.1% | 4% | 11% | 3 | -9%

# (more compounds)
item	Structure	GALK inhibitor	TSG101-PTAP inh	S-ASM inh	PKM2 activator	Giardia killer	a7 integrin act
31	COc1ccccc1NC(=O)NCCN1CCNC1=O	-2%	0%	1%	0%	-8	-2%
32	CCCCN1CNC(=S)N(c2ccccc2OCC)C1	1%	-5%	-3%	-2%	-10	-6%
33	Nc1cc(=O)[nH]c(SCC(=O)NNC(=O)c2ccccc2)n1	.	-2%	3%	.	-1	14%
34	C[C@H]1CN([C@@H](C)CO)C(=O)c2cccc(NS(=O)(=O)c3ccc(F)cc3)c2O[C@H]1CN(C)S(=O)(=O)c1cn(C)cn1	.	-3%	0%	.	-17	-6%
35	Cc1ccc(NC(=O)c2cc(-c3ccccc3O)n[nH]2)cc1Cl	-2%	2%	-1%	.	10	-21%
36	CCn1c(COC(=O)CNC(=O)c2cc(OC)c(OC)c(OC)c2)nc2cc(S(=O)(=O)N(C)C)ccc21	.	-3%	.	.	-9	4%
37	O=C(Nc1cccnc1)c1ccc([N+](=O)[O-])cc1Cl	1%	-9%	2%	12%	-15	19%
38	CCCCC#Cc1ccc2c(c1)COc1c3ccccc3nn1-2	5%	-4%	1%	-7%	-14	-6%
39	CCCSc1nc2sc3c(c2c(=O)[nH]1)CC(C)CC3 (stereo not given)	2%	1%	0%	-1%	15	39%
40	CCNc1nc(NC(C)C)nc(Oc2ccc(OCCOc3ccc(C)cc3)nn2)n1	-1%	-8%	-2%	5%	2	9%

item	B2AR arrestin	BCR signal inh	Menin-MLL TR inh	Coupling enz	Tb PFK block
31	0.3%	3%	.	2	1%
32	0.0%	-7%	14%	4	9%
33	0.1%	?	.	.	-2%
34	-0.9%	0%	.	.	2%
35	-0.2%	?	?	1	3%
36	0.2%	?	.	.	-1%
37	-0.7%	7%	7%	1	1%
38	0.1%	11%	.	0	1%
39	3.1%	1%	-6%	0	-4%
40	-0.2%	-20%	-13%	-2	4%
